Source: PubChem (Sanford-Burnham Center for Chemical Genomics)
PTK2B oligo ant = blocks oligomerization of human Pyk2 in cells | Q14289 | Q293 cells, Pyk2 FERM NanoBiT luminescence; stronger effect = lower value | z-score (the deposit names both 25 µM and 10 µM) | 99,000 tested, 0.83% active | AID 1347419;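 active = Z-score of -3 or lower, scaled per plate to the spread of control and sample wells; inactive = z-score above -3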;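 note: negative z-score means lost luminescence so less FERM oligomerization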
MT1-MMP txn act = activates MT1-MMP transcription | HT1080 MT1-MMP promoter luciferase reporter, luminescence, overnight; stronger effect = higher value | activation factor at 10 µM | 86,000 tested, 0.16% active | AID 750;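 active = activation factor of at least 2 for MT1-MMP transcription at 10 µM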
CYP2C19 inh = human CYP2C19 inhibition. 96,000 tested, 21% active. inhibition, % at 5 µM. CYP2C19 Supersomes, luciferin-H EGE luminescence, 30 min. AID 778. P33261;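 active = CYP2C19 inhibition above a set limit at 5 µM in the primary screen, cut at about 50% in these data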;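 note: plate controls were negative control wells for no effect and 2.5 mM tranylcypromine positive control for full effect; values of inactives mirror those of a sister screen read the other way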
Target sequence (P33261 whole entry, looked up): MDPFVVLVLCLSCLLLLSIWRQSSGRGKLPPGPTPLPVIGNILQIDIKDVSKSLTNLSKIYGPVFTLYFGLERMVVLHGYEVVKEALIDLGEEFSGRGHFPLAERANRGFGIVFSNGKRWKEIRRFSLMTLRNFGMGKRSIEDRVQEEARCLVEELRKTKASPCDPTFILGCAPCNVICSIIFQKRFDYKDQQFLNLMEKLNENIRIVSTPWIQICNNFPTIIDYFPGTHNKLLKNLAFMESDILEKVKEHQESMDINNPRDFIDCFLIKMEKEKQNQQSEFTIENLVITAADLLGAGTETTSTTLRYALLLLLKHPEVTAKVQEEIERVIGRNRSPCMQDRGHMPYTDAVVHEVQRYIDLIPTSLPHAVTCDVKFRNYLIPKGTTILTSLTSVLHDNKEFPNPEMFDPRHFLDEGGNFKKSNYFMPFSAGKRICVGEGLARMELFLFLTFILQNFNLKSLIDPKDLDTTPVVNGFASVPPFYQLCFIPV
PLAP act = activates human placental alkaline phosphatase; P05187; purified PLAP enzyme, luminescent substrate read-out; stronger effect = higher value; activation fold at 20 µM; 96,000 tested, 1.2% active; in the data active = activation fold above about 2
Target sequence (P05187 whole entry, looked up): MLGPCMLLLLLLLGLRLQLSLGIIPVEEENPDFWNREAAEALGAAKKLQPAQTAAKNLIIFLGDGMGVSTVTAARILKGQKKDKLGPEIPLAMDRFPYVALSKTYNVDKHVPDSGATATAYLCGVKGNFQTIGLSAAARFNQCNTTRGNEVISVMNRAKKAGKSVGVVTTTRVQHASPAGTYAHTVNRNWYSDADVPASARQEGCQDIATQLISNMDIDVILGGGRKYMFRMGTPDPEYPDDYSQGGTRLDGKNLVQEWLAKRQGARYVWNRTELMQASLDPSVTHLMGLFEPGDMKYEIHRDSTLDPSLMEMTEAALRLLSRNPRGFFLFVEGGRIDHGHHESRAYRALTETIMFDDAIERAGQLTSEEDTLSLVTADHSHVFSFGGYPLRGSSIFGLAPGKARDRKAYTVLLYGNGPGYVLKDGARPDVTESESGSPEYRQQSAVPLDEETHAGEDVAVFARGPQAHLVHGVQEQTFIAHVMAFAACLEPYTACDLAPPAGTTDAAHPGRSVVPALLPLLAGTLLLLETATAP
CYP2C19 activ = cytochrome P450 2C19 (human) activation; recombinant CYP2C19, luciferin-H EGE luminescence; stronger effect = higher value; 0 = fully inhibited enzyme, 1 = untreated enzyme; activation factor at 5 µM; 96,000 tested, under 10 active; AID 1025;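 active = activation factor of at least 2 at 5 µM in the primary screen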;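 note: 0 = wells with 2.5 mM tranylcypromine and 1 = vehicle-only wells; values of inactives mirror those of a sister screen read the other way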
CYP2C9 inh = human CYP2C9 inhibition; P11712; CYP2C9 Supersomes, luciferin-H conversion, luminescence; inhibition, % at 5 µM; 96,000 tested, 20% active;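 active = blocking of liver enzyme CYP2C9 beyond about 50% at 5 µM, limit read from the data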; note: values of inactives mirror those of a sister screen read the other way
CD11b adhes inh = CD11b/CD18-fibrinogen binding inhibition. P05107+P11215. K562 CD11b/CD18 adhesion to fibrinogen, ATPlite luminescence; Mn2+ added to activate the integrin. inhibition, % at 10 µM. 93,000 tested, 0.54% active. AID 1497;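 active = primary inhibition of 50% or more at 10 µM, then 40% or more on retest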; note: some results filed as inactive read as strong as hits
CYP2C9 act = CYP2C9 (human) activation; recombinant CYP2C9, luciferin-H conversion, luminescence; stronger effect = higher value; factor 1 = untreated enzyme, 0 = blocked; activation factor at 5 µM; 96,000 tested, 1.4% active; P11712; AID 1024;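 active = activation factor of 2 or more for CYP2C9 at a 5 µM dose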;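 note: 0 = sulfaphenazole-blocked wells and 1 = vehicle-only wells; values of inactives mirror those of a sister screen read the other way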
Mac1 fbg enh = increases human CD11b/CD18 adhesion to fibrinogen | P05107+P11215 | 93,000 tested, 0.07% active | K562 CD11b/CD18 adhesion to fibrinogen, ATPlite luminescence | activation, % at 10 µM;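 active = 10 µM primary screen giving 50% or more activity, confirmed by 40% or more on retest at that dose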; note: strong numbers were not always called active; reference of the scale not given here
Starred values were filed as active, the others as inactive; nt = not tested or not shown. Hits appear at their usual frequency. Share with any hit: about 31%.

item	PTK2B oligo ant	MT1-MMP txn act	CYP2C19 inh	PLAP act	CYP2C19 activ	CYP2C9 inh	CD11b adhes inh	CYP2C9 act	Mac1 fbg enh	smiles
1	0.77	1.1	-5	1.1	1.1	-2	16	1	1	c1ccc2c(c1)nc1n2CCN1CCNC1CCCCC1
2	nt	1.1	15	1.3	0.8	13	-23	0.9	2	O=C(Nc1nnc(-c2ccco2)o1)C1CCCCC1
3	0.08	1.4	30	0.9	0.7	4	8	1	58	CCOC(=O)c1ccc(NC(=O)N2CCc3ccccc32)cc1
4	0.27	1.1	24	0.9	0.8	14	-7	0.9	5	CS(=O)(=O)N(CC(=O)NCC1CCCO1)c1cc(Cl)ccc1Cl (centres undefined)
5	0.03	0.6	19	0.9	0.8	-13	32	1.1	-1	COc1cccc2cc(C(=O)Nc3cccc(C)n3)c(=O)oc12
6	0.44	1.2	51*	0.8	0.5	60*	11	0.4	9	O=C(NCCC1=CCCCC1)c1ccc(Cl)c(S(=O)(=O)N2CCOCC2)c1
7	-0.12	1	13	0.9	0.9	3	nt	1	nt	CC(=O)Nc1ccccc1Nc1cc(C#N)c(C#N)cc1[N+](=O)[O-]
8	0.12	1.1	60*	0.8	0.4	3	-3	1	5	CC1CCN(S(=O)(=O)c2ccc(S(=O)(=O)NCC3COCCO3)cc2)CC1 (centres undefined)
9	0.57	1.1	2	0.8	1	-16	4	1.2	-1	COC(CNC(=O)Cn1ncc2ccsc2c1=O)OC
10	0.92	1	-1	0.9	1	4	nt	1	nt	CN1CCN(C(=O)c2sc(=S)n(-c3ccccc3)c2N)CC1
11	1.5	nt	11	1	0.9	-13	-8	1.1	1	CNNC(=O)C(C)NC(=O)c1ccc(Br)cc1 (centres undefined)
12	-0.19	1.1	-14	1.5	1.1	-18	-6	1.2	0	Cc1ccc(NC(=O)C2CC(=O)NC(Nc3cccc(C)c3)=N2)cc1 (centres undefined)
13	nt	nt	-11	1.3	1.1	-10	14	1.1	44	O=C(NCCN1CCCCCC1)c1ccc(CS(=O)(=O)c2ccc(Br)cc2)o1
14	nt	1	38	1.2	0.6	10	-13	0.9	1	CN(C)c1ccc(-c2nn3c(-c4cccnc4)nnc3s2)cc1
15	-0.5	1.3	7	0.9	0.9	-46	-15	1.5	5	O=c1[nH]c2ccc(S(=O)(=O)NCc3ccccn3)cc2s1
16	-0.44	1.3	-9	0.9	1.1	-17	-22	1.2	4	O=CNC(=O)c1ccccc1C(=O)O
17	0.3	1.2	38	1.3	0.6	46	3	0.5	5	COc1ccc(C(=O)COC(=O)CN2CC(=O)Oc3ccccc32)cc1Br
18	nt	1	31	1.1	0.7	43	-11	0.6	2	O=C(Cn1ncc2ccccc21)N1CCc2ccccc21
19	-0.57	1.3	33	1	0.7	19	3	0.8	-5	CCOC(=O)CC(NC(=O)c1ccco1)c1ccccc1Cl (centres undefined)
20	0.73	nt	45	0.8	0.5	22	-25	0.8	-4	COc1ccc(Oc2c(Cl)cnn(-c3ccc(C)cc3)c2=O)cc1
21	0.15	1.2	-10	1.1	1.1	-3	2	1	-2	O=C(COC(=O)C12CC3CC(CC(O)(C3)C1)C2)NC(=O)NCc1ccco1
22	-1.4	1.1	23	1.2	0.8	-14	-2	1.1	9	CCCOc1ccc(C(=O)N2CCCC2)cc1OC
23	-0.06	1	-3	0.8	1	-9	-1	1.1	-3	CN(C)c1nc2n(c(=S)n1)CCS2
24	-1.4	1	64*	1	0.4	96*	79	0	-6	CC(Oc1ccc(Cl)cc1Cl)c1nc(-c2ccc(NC(=O)c3cccnc3)cc2)no1 (centres undefined)
25	-0.29	1.1	-9	1.1	1.1	-19	6	1.2	-1	CCCCCc1c(C)nc(Nc2ccc(F)cc2)[nH]c1=O
26	-0.65	nt	4	1.2	1	7	nt	0.9	nt	CCOc1cc(/C=N/O)cc(Br)c1OCc1ccc(Cl)cc1
27	-0.3	1	-7	0.9	1.1	-12	-10	1.1	3	c1ccc(-n2cnnc2SCc2cn3ccccc3n2)cc1
28	-0.05	1.1	18	1.1	0.8	26	16	0.7	1	Cc1onc(-c2ccccc2)c1C(=O)NCCc1ccc(Cl)cc1
29	-0.11	nt	-7	1.6	1.1	25	nt	0.7	7	Cc1ccc(C)c(S(=O)(=O)NCc2ccc(C(=O)N3CCN(C)CC3)cc2)c1
30	0.73	1.2	-16	0.9	1.2	-25	14	1.2	-5	CC(C)n1c(SCC(N)=O)nc2c1c(=O)[nH]c(=O)n2C
31	nt	nt	34	1.2	0.7	55*	nt	0.5	nt	CCCC(C)C(=O)Nc1nc(C)c(-c2csc(Nc3ccc(Cl)cc3)n2)s1 (centres undefined)
32	0	1.1	8	1.1	0.9	8	6	0.9	-5	CC1CCc2nc(NC(=O)CN3CCN(c4ccccc4)CC3)sc2C1 (centres undefined)
33	0.79	nt	21	1.1	0.8	63*	-1	0.4	3	Cc1ccc(OCc2ccc(C(=O)Nc3nc4ccccc4n3Cc3ccccc3)o2)c([N+](=O)[O-])c1
34	-0.18	0.9	58*	1	0.4	6	-5	0.9	-2	Cc1cccc(NC(=O)Cn2c(=O)oc3ccccc32)c1
35	nt	1	66*	1.7	0.3	94*	-7	0.1	0	COc1ccc(N(CC(=O)NCc2ccccc2OC)S(=O)(=O)c2c(C)nn(C)c2C)cc1
36	-0.06	1	59*	0.9	0.4	14	-6	0.9	2	CCOC(=O)c1c(C)[nH]c(C)c1C(=O)CN1C(=O)NC(CC(C)C)C1=O (centres undefined)
37	-2.8	1.2	63*	1.9	0.4	50*	2	0.5	1	Cc1ccc(C)c(N(CC(=O)NCc2ccc3c(c2)OCO3)C(=O)CCC(=O)Nc2ccccn2)c1
38	nt	1.2	28	1.4	0.7	32	14	0.7	-3	CCOc1cc2nc(-c3ccc(OC)c(OC)c3)nc(N3CCOCC3)c2cc1OC
39	0.01	1.1	18	0.9	0.8	-37	-8	1.4	-1	Cc1ccc(S(=O)(=O)N2CCCC2CO)cc1 (centres undefined)
40	-2.4	nt	34	1.5	0.7	34	6	0.7	3	Cc1cccc2cc(CN(C(=O)c3cnccn3)C3CCCCC3)c(Cl)nc12

Single values from the list.
CYP2C19 inh result of Cc1ccc(OCc2ccc(C(=O)Nc3nc4ccccc4n3Cc3ccccc3)o2)c([N+](=O)[O-])c1 is entered as 21
CD11b adhes inh result of CCOc1cc2nc(-c3ccc(OC)c(OC)c3)nc(N3CCOCC3)c2cc1OC is entered as 14
CYP2C19 inh result of Cc1ccc(S(=O)(=O)N2CCCC2CO)cc1 (centres undefined) is entered as 18

Continued:
item	PTK2B oligo ant	MT1-MMP txn act	CYP2C19 inh	PLAP act	CYP2C19 activ	CYP2C9 inh	CD11b adhes inh	CYP2C9 act	Mac1 fbg enh	smiles
41	0.74	1.2	63*	1.4	0.4	-96	4	2*	-3	COc1ccc(S(=O)(=O)N2CCSC2c2ccc(OC)c(OC)c2)cc1 (centres undefined)
42	-1.2	nt	12	1	0.9	40	8	0.6	-8	COC(=O)c1c(NC(=O)C2c3ccccc3Oc3ccccc32)sc(C)c1C
43	-3.1*	1.2	17	0.9	0.8	26	32	0.7	-1	O=C(Nc1ccc2c(c1)C(=O)N(CC1CCCO1)C2=O)c1cccc(Br)c1 (centres undefined)
44	-0.37	1.2	18	0.9	0.8	17	4	0.8	-2	CC(C)CCNC(=O)CN(C(=O)Cn1nnc(-c2ccc(F)cc2)n1)C1CCCC1
45	nt	1.2	15	1	0.9	8	0	0.9	0	Cc1ccccc1CS(=O)(=O)Cc1ccc(C(=O)NCCCN2CCCC2=O)o1
46	-0.11	1.2	10	1.1	0.9	6	1	0.9	-3	CCOc1ccc(OC(=O)c2cccnc2)cc1
47	-0.26	1	25	1.2	0.7	17	-2	0.8	3	COc1ccc(CCn2c(NCCCN3CCOCC3)nc3c2c(=O)[nH]c(=O)n3C)cc1
48	0.59	1.2	26	1	0.7	-2	-10	1	2	CS(=O)(=O)N(CC(=O)NCc1ccc2c(c1)OCO2)c1ccccc1
49	-0.17	nt	27	0.8	0.7	7	-7	0.9	-4	O=C(CSc1ncn[nH]1)NCCc1ccccc1
50	-0.15	1.2	17	1.3	0.8	-3	-8	1	-1	CCCCN(C)C/C(O)=C(\C#N)c1nc(-c2ccccc2)cs1
51	0.7	nt	9	1.1	0.9	10	nt	0.9	nt	COCC(=O)N(C)c1nnc(-c2ccc([N+](=O)[O-])cc2)s1
52	-0.47	1.3	33	1	0.7	27	-7	0.7	1	CC(C)(C)c1cnnn1-c1ccc(NC(=O)c2ccc3c(c2)OCO3)cc1
53	-0.63	1.2	26	1.3	0.7	17	-39	0.8	1	COc1cccc(/C=N/Nc2nn3cnnc3c3ccccc23)c1
54	1.2	1.2	53*	1.1	0.5	94*	-4	0.1	2	Cc1ccc2c(CC(=O)OC(C)C(=O)NCc3ccc4c(c3)OCO4)coc2c1 (centres undefined)
55	1	1	43	1	0.6	22	-10	0.8	3	CS(=O)(=O)N(CC(=O)NC1CC2CCC1C2)c1cccc(C(F)(F)F)c1 (centres undefined)
56	0.41	1	14	0.9	0.9	7	-17	0.9	3	Cn1cccc1C(=O)NC(=O)CSc1cccc[n+]1[O-]

Pulled by structure from above, 2 records:
item	PTK2B oligo ant	MT1-MMP txn act	CYP2C19 inh	PLAP act	CYP2C19 activ	CYP2C9 inh	CD11b adhes inh	CYP2C9 act	Mac1 fbg enh	smiles
53	-0.63	1.2	26	1.3	0.7	17	-39	0.8	1	COc1cccc(/C=N/Nc2nn3cnnc3c3ccccc23)c1
51	0.7	nt	9	1.1	0.9	10	nt	0.9	nt	COCC(=O)N(C)c1nnc(-c2ccc([N+](=O)[O-])cc2)s1

Continuation:
item	PTK2B oligo ant	MT1-MMP txn act	CYP2C19 inh	PLAP act	CYP2C19 activ	CYP2C9 inh	CD11b adhes inh	CYP2C9 act	Mac1 fbg enh	smiles
57	-1.4	1.1	38	1	0.6	19	22	0.8	-3	COC(=O)c1ccc(OCC(=O)c2ccc(O)cc2O)cc1
58	-0.13	1.3	8	0.9	0.9	1	-15	1	1	COc1ccccc1CN1CC(C(=O)NCc2cccnc2)CC1=O (centres undefined)
59	-0.04	1	79*	1.4	0.2	25	-14	0.8	12	CC(C)OCCCn1c(=N)c(C(N)=S)cc2c(=O)n3ccccc3nc21
60	nt	1.3	61*	0.9	0.4	38	-4	0.6	-2	Cc1cc(NC(=O)C2COc3ccccc3O2)no1 (centres undefined)
61	nt	1.3	-5	1.5	1.1	63*	-4	0.4	-3	Cc1ccc(S(=O)(=O)NC2=C(N3CCN(Cc4ccccc4)CC3)C(=O)c3ccccc3C2=O)cc1
62	-0.1	1.1	5	1	0.9	10	3	0.9	0	COc1cccc(NC(C)C(=O)N2CC(C)OC(C)C2)c1 (centres undefined)
